Assay outcomes deposited in PubChem BioAssay by National Center for Advancing Translational Sciences (NCATS).
HTT ATP protect: Huntington cell model cytoprotection by ATP luminescence; 230,000 compounds, 0.14% hits; Potency, µM (series often up to 56.4 µM), without a hit: cytoprotection (ATP increase), usual class: activators; PC12 HTT-Q103 induced, cytoprotection, ATP luminescence, 40 h; AID 1471;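 note: % of control where 0% means no effect; nearly all actives have a fitted effect of over 45% in size; toxic huntingtin expression switched on by the ecdysone agonist tebufenozide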
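Compounds added alongside 100 nM tebufenozide, which induces toxic Q103 huntingtin exon 1-GFP in stable PC12 cells; surviving cells quantified by luminescent ATP measurement. Medium: phenol red-free DMEM, 5% equine and 5% calf serum.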
GAA inh: blocks human lysosomal alpha-glucosidase; Potency, µM (highest dose often 76.9 µM), for inactives: at the top dose activity change, negative = inhibition, usual class: inhibitors; purified human GAA, 4-MU-alpha-glucoside fluorescence; AID 1466; P10253; 200,000 compounds, 0.005% hits;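 note: plate controls were uninhibited enzyme wells for no effect and no-enzyme background for full effect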
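Activity normalized between no-enzyme (basal) and enzyme-only wells. Conditions: 4 nM human enzyme, 400 uM fluorogenic substrate, citrate/phosphate pH 5.0 with Tween-20, 20 min room temperature, compounds up to 77 uM.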
aGlu spleen mod: inhibitors or activators of human alpha-glucosidase in spleen homogenate. P10253. human spleen homogenate, 4-MU-alpha-glucoside fluorescence. Potency, µM (series often up to 79.9 µM), for the others: at the top dose activity change, negative = inhibition, most hits filed as inhibitors. 240,000 compounds, 0.006% hits;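 note: 0% = enzyme with vehicle and -100% = no enzyme basal signal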
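AC50 values come from Hill-equation fits of concentration-response data, normalized to no-enzyme and full-activity controls. Enzyme source: 1 ug human spleen homogenate; 1 mM fluorogenic 4-MU glucoside, pH 5.0 citrate buffer, 37 C, 40 min.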
Tau fibril FP: tau fibrillization inhibition (FP). 280,000 compounds, 0.39% hits. Potency, µM (doses to about 57.7 µM), for inactives: at the top dose activity, negative = inhibition, actives largely listed as inhibitors. K18 P301L tau heparin fibrillization, Alexa594 FP, 6 h. AID 1468. P10636; note: % is set by controls: 0 for no effect and ±100 for the full control effect; nearly all actives have a fitted effect of over 55% in size
Target sequence (P10636 561-689 P618L limits assumed): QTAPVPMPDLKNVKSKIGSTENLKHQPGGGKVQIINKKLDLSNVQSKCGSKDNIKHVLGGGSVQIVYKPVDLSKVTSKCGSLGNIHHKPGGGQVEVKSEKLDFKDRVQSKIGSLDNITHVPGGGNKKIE
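FP of Alexa 594-tau after heparin (20 uM) induction. Substrate: human K18 P301L, 15 uM unlabeled, 0.24 uM labeled. Buffer 100 mM sodium acetate pH 7. 6 hr, 37 C.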
GLA spleen mod: inhibits or activates alpha-galactosidase in human spleen homogenate | P06280 | human spleen homogenate, 4MU-alpha-Gal fluorescence, 40 min | Potency, µM (doses to about 80 µM), inactives show top-dose activity change, negative = inhibition, most hits filed as inhibitors | 240,000 compounds, 0.008% hits | AID 2107;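 note: 0% = enzyme with vehicle and -100% = no enzyme basal signal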
Target sequence (P06280 32-429 limits assumed): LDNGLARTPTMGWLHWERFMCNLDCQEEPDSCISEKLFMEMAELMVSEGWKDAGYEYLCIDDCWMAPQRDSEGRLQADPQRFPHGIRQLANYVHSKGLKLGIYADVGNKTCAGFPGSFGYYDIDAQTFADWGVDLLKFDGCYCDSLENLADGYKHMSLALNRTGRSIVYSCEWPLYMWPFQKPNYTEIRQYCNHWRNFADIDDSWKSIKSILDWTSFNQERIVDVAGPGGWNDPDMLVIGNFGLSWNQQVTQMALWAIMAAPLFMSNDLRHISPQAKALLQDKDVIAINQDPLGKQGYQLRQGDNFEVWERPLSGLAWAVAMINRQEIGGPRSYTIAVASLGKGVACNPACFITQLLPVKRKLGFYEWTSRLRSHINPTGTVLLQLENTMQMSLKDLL
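Fluorogenic readout (Ex 365/Em 440 nm) of 4-methylumbelliferone released from 1 mM 4-MU-alpha-galactoside by spleen homogenate, 40 min at 37C, pH 5.0. Data normalized to no-enzyme and enzyme controls; Hill-equation AC50 from compound titrations.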
Tau ThT inhib: inhibitors of human tau fibril formation, thioflavin T binding; P10636; recombinant tau K18 P301L, heparin-induced fibrillization, ThT fluorescence; Potency, µM (titrated, usually from 57.4 µM), inactives show at the top dose activity, negative = inhibition, actives largely listed as inhibitors; 270,000 compounds, 2.1% hits; AID 1460; note: % is set by controls: 0 for no effect and ±100 for the full control effect; nearly all actives have a fitted effect of over 55% in size
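Aggregation was driven by heparin (20 uM final) acting on recombinant tau […] bearing P301L in 100 mM sodium acetate pH 7; fibrils were detected with Thioflavin T.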
Tau fluor counter: counter-screen for tau fibril formation inhibitors. tau K18 P301L Alexa594 fluorescence, heparin fibrillization. Potency, µM (doses to about 57.7 µM), without a hit: at the highest dose activity change, negative = decrease. 280,000 compounds, 0.93% hits. AID 1463; note: % is set by controls: 0 for no effect and ±100 for the full control effect; nearly all actives have a fitted effect of over 55% in size
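Human tau K18 P301L (15 uM unlabeled, 0.24 uM Alexa 594-labeled) in 100 mM sodium acetate pH 7 with 20 uM heparin, 6 hr at 37 C. ThT 30 uM added, 1 hr ambient; Alexa 594 FP and total fluorescence read at 555/632 nm.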
GAA glycogen mod: alters human alpha-glucosidase cleavage of glycogen; recombinant GAA, glycogen substrate, Amplex Red glucose oxidase fluorescence; AID 2100; P10253; 300,000 compounds, 0.38% hits; Potency, µM (series often up to 76.4 µM), inactives show at the highest dose activity change, negative = inhibition, hits mostly inhibitors;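 note: 0% = full enzyme reaction and -100% = no-enzyme basal signal; the screen sought inhibitors and activators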
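Recombinant human alpha-glucosidase (4 nM final) hydrolysed bovine liver glycogen (30 ug) for 40 min at 37 C in pH 5.0 citrate/phosphate with 0.01% Tween-20. Released glucose detected by glucose oxidase/Amplex Red, Ex 573/Em 610 nm. Compounds up to 77 uM; AC50 from Hill fits.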
Numbers without * were called inactive; [ ] = dose if it differs, or a comment. Calls come from the whole dose curve; as a rule, active = well fitted curve in the direction sought with a large enough effect; inconclusive = small, poorly fitted or top-dose-only effect, or another doubt; inactive = no such curve, though single readings can be large; an effect the other way counts as inactive or inconclusive. Potency is the fitted concentration of half-maximal effect.

What do the screens show for `CC(C)C(NC(=O)CNC(=O)OC(C)(C)C)C(=O)NCc1ccc(Cl)cc1` (configuration not stated)?
HTT ATP protect: -5%; GAA inh: 5%; aGlu spleen mod: -1%; Tau fibril FP: 7%; GLA spleen mod: 0%; Tau ThT inhib: 6%; Tau fluor counter: 3%; GAA glycogen mod: -1%

What do the screens show for `Nc1cc(=O)[nH]c(SCC(=O)Nc2ccccc2Sc2ccccc2)n1`?
GAA inh: -4%; aGlu spleen mod: -8%; Tau fibril FP: -3%; GLA spleen mod: 3%; Tau ThT inhib: 4%; Tau fluor counter: 4%; GAA glycogen mod: -5%

What do the screens show for `CCOC(=O)CSC1=NN2CCS(=O)(=O)N=C2S1`?
HTT ATP protect: -34%[inhibitor]; GAA inh: 3%; aGlu spleen mod: -10%; Tau fibril FP: -1%; GLA spleen mod: -3%; Tau ThT inhib: 2%; Tau fluor counter: 3%; GAA glycogen mod: 8%

Results for COc1ccc(C(=O)Nc2ccc(Cc3ccncc3)cc2)cc1Br ?
GAA inh: -1%; aGlu spleen mod: 7%; Tau fibril FP: 3%; GLA spleen mod: 6%; Tau ThT inhib: inconclusive; Tau fluor counter: inconclusive; GAA glycogen mod: -12%

Results for CN(C)CCCn1c(SCC(=O)Nc2sc3c(c2C#N)CCCC3)nnc1-c1ccncc1 ?
HTT ATP protect: 3%; GAA inh: -3%; aGlu spleen mod: -2%; Tau fibril FP: 8%; GLA spleen mod: 5%; Tau ThT inhib: -7%; Tau fluor counter: -10%; GAA glycogen mod: -2%

How did Cn1c(SCC(=O)Nc2cccc(F)c2)nnc1-c1cccnc1 do in these assays?
HTT ATP protect: 17%[10 µM]; GAA inh: 3%; aGlu spleen mod: -1%; Tau fibril FP: -5%; GLA spleen mod: 0%; Tau ThT inhib: -3%; Tau fluor counter: -6%; GAA glycogen mod: 2%

What do the screens show for `CCOCC(=O)N1CCN(c2ccc([N+](=O)[O-])cc2)CC1`?
HTT ATP protect: 18%[10 µM]; GAA inh: -3%; aGlu spleen mod: -13%; Tau fibril FP: -10%; GLA spleen mod: -9%; Tau ThT inhib: inconclusive; Tau fluor counter: -12%; GAA glycogen mod: 5%

Results for O=C(CSc1nnc(-c2ccccc2Br)o1)Nc1cccc2ccccc12 ?
HTT ATP protect: -3%[10 µM]; GAA inh: -8%; aGlu spleen mod: 3%; Tau fibril FP: -7%; GLA spleen mod: -3%; Tau ThT inhib: -13%; Tau fluor counter: -25%; GAA glycogen mod: 3%

How did COc1cc2c(cc1OC)C(COc1ccccc1OC)N(C(=O)C(C)C)CC2 (configuration not stated) do in these assays?
HTT ATP protect: -29%; GAA inh: 0%; aGlu spleen mod: 5%; Tau fibril FP: 4%; GLA spleen mod: -2%; Tau ThT inhib: -12%; Tau fluor counter: -10%; GAA glycogen mod: 1%

Results for Cc1ccccc1C(=O)N/N=C1/SCC(=O)N1Cc1ccc2c(c1)OCO2 ?
HTT ATP protect: 1%[10 µM]; GAA inh: 1%; aGlu spleen mod: 6%; Tau fibril FP: 6%; GLA spleen mod: 3%; Tau ThT inhib: -2%; Tau fluor counter: -3%; GAA glycogen mod: -6%

What do the screens show for `COc1ccccc1NC(=O)NCc1ccccc1F`?
HTT ATP protect: 5%[10 µM]; GAA inh: -8%; aGlu spleen mod: -6%; Tau fibril FP: -2%; GLA spleen mod: 9%; Tau ThT inhib: -8%; Tau fluor counter: -9%; GAA glycogen mod: 1%

How did O=c1ccn(-c2cccc(C(F)(F)F)c2)nc1-c1ccn(-c2cccc(Cl)c2)n1 do in these assays?
HTT ATP protect: 4%; GAA inh: -4%; aGlu spleen mod: -2%; Tau fibril FP: 4%; GLA spleen mod: -4%; Tau ThT inhib: -2%; Tau fluor counter: -17%; GAA glycogen mod: -5%

What do the screens show for `CC(C)(C)c1ccc(C(=O)NC2(C(F)(F)F)C(=O)Nc3c2c(=O)[nH]c(=O)n3-c2ccccc2)cc1` (configuration not stated)?
Tau fibril FP: 2%; Tau ThT inhib: -2%; Tau fluor counter: -4%; GAA glycogen mod: 6%[76.3 µM]

What do the screens show for `C/C=C(\C)C(=O)Nc1cccc(C2=NOC3(C2)C[C@H](C(N)=O)N(C(=O)CC#N)C3)c1` (some centres not stated)?
HTT ATP protect: -3%[10 µM]; aGlu spleen mod: -11%; Tau fibril FP: -1%; GLA spleen mod: 4%; Tau ThT inhib: -2%; Tau fluor counter: 0%; GAA glycogen mod: 1%

What do the screens show for `CCOC(=O)NC(c1ccccc1)C1CCCCC1=O` (configuration not stated)?
HTT ATP protect: 11%[10 µM]; GAA inh: 3%; aGlu spleen mod: 4%; Tau fibril FP: 5%; GLA spleen mod: 9%; Tau ThT inhib: 4%; Tau fluor counter: 9%; GAA glycogen mod: 2%

How did COc1ccc(N=C2S/C(=C\c3ccc(OCC(=O)O)cc3)C(=O)N2CCc2c[nH]c3ccccc23)cc1 do in these assays?
HTT ATP protect: 7%; GAA inh: 6%; aGlu spleen mod: -2%; Tau fibril FP: inconclusive; GLA spleen mod: -5%; Tau ThT inhib: 7%; Tau fluor counter: 11%; GAA glycogen mod: -7%

How did Cc1cccc(NC(=O)N2CCCC2C(=O)NCc2cccs2)c1 (configuration not stated) do in these assays?
HTT ATP protect: 0%; GAA inh: -7%; aGlu spleen mod: -4%; Tau fibril FP: -1%; GLA spleen mod: 3%; Tau ThT inhib: -4%; Tau fluor counter: -8%; GAA glycogen mod: 2%

What do the screens show for `O=C(COc1ccccc1)N1CCN(C(=O)c2ccco2)CC1`?
HTT ATP protect: 2%; GAA inh: 0%; aGlu spleen mod: -7%; Tau fibril FP: 4%; GLA spleen mod: -3%; Tau ThT inhib: -13%; Tau fluor counter: -6%; GAA glycogen mod: 0%

What do the screens show for `CCN(CC)C(=O)C[n+]1ccc(C(N)=O)cc1`?
HTT ATP protect: -29%; GAA inh: 4%; aGlu spleen mod: 14%; Tau fibril FP: 3%; GLA spleen mod: 12%; Tau ThT inhib: 14%; Tau fluor counter: 8%; GAA glycogen mod: 8%

What do the screens show for `CC(C)(C)c1ccc(/C=C/C(=O)N2CCN(c3ncccn3)CC2)cc1`?
HTT ATP protect: 16%[10 µM]; GAA inh: 0%; aGlu spleen mod: -11%; Tau fibril FP: -6%; GLA spleen mod: -1%; Tau ThT inhib: 17%; Tau fluor counter: 17%; GAA glycogen mod: 2%

How did CC(=O)Nc1ccc(SCC(=O)O)cc1 do in these assays?
HTT ATP protect: -39%[inhibitor]; GAA inh: inconclusive; aGlu spleen mod: -2%; Tau fibril FP: 7%; GLA spleen mod: 5%; Tau ThT inhib: 6%; Tau fluor counter: 5%; GAA glycogen mod: 0%

What do the screens show for `O=C(NCc1ccco1)C12CN(Cc3ccccc3)CC1C(c1ccc([N+](=O)[O-])cc1)=NO2` (configuration not stated)?
HTT ATP protect: -24%; GAA inh: -9%; aGlu spleen mod: -15%; Tau fibril FP: 6%; GLA spleen mod: 2%; Tau ThT inhib: inconclusive; Tau fluor counter: -6%; GAA glycogen mod: 2%

Results for Cc1ccccc1-c1cc(-c2ccccc2O)on1 ?
HTT ATP protect: -63%[inhibitor]; GAA inh: -4%; aGlu spleen mod: 3%; Tau fibril FP: -16%; GLA spleen mod: -15%; Tau ThT inhib: -17%; Tau fluor counter: inconclusive; GAA glycogen mod: -3%

What do the screens show for `CCN(CC)Cc1cc(O)c(CN(CC)CC)cc1O`?
HTT ATP protect: -19%; GAA inh: 2%; aGlu spleen mod: 0%; Tau fibril FP: inconclusive; GLA spleen mod: -7%; Tau ThT inhib: 11µM*; Tau fluor counter: inconclusive; GAA glycogen mod: 13%

What do the screens show for `COc1cccc(-c2cc(C(F)(F)F)nc(-n3cc(C)cn3)n2)c1`?
HTT ATP protect: -19%; GAA inh: 1%; aGlu spleen mod: -2%; Tau fibril FP: -2%; GLA spleen mod: -7%; Tau ThT inhib: -15%; Tau fluor counter: -15%; GAA glycogen mod: 7%

What do the screens show for `CCC(CC)C(=O)N(CCc1ccc(OC)cc1)Cc1nc2ccccc2c(=O)[nH]1`?
HTT ATP protect: 6%[10 µM]; GAA inh: -1%; aGlu spleen mod: -4%; Tau fibril FP: 14%; GLA spleen mod: -5%; Tau ThT inhib: -10%; Tau fluor counter: -12%; GAA glycogen mod: 15%

Results for O=C(Nc1ccc(F)cc1)c1oc2ccccc2c1NC(=O)C1CCCCC1 ?
Tau fibril FP: inconclusive; Tau ThT inhib: inconclusive; Tau fluor counter: -21%; GAA glycogen mod: -10%[76.3 µM]

4 compounds drawn at random from those above:
How did CC(=O)Nc1ccc(SCC(=O)O)cc1 do in these assays?
HTT ATP protect: -39%[inhibitor]; GAA inh: inconclusive; aGlu spleen mod: -2%; Tau fibril FP: 7%; GLA spleen mod: 5%; Tau ThT inhib: 6%; Tau fluor counter: 5%; GAA glycogen mod: 0%

What do the screens show for `O=C(COc1ccccc1)N1CCN(C(=O)c2ccco2)CC1`?
HTT ATP protect: 2%; GAA inh: 0%; aGlu spleen mod: -7%; Tau fibril FP: 4%; GLA spleen mod: -3%; Tau ThT inhib: -13%; Tau fluor counter: -6%; GAA glycogen mod: 0%

What do the screens show for `CCN(CC)C(=O)C[n+]1ccc(C(N)=O)cc1`?
HTT ATP protect: -29%; GAA inh: 4%; aGlu spleen mod: 14%; Tau fibril FP: 3%; GLA spleen mod: 12%; Tau ThT inhib: 14%; Tau fluor counter: 8%; GAA glycogen mod: 8%

What do the screens show for `CC(C)(C)c1ccc(/C=C/C(=O)N2CCN(c3ncccn3)CC2)cc1`?
HTT ATP protect: 16%[10 µM]; GAA inh: 0%; aGlu spleen mod: -11%; Tau fibril FP: -6%; GLA spleen mod: -1%; Tau ThT inhib: 17%; Tau fluor counter: 17%; GAA glycogen mod: 2%
